RTF Ca sens inh = cardiac RTF calcium desensitization; AID 493244; IANBD-labeled cardiac RTF, Ca2+ fluorescence; inhibition, % at 7.15 µM; P19429+P45379; 340,000 compounds, 0.12% hits;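 active = inhibition above the mean inhibition of all tested compounds plus 3 SD, cut at about 17% in these data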;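 note: assay run at fixed EC70 calcium of 1.6 mM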
CAL PDZ FP-1 = human CAL PDZ-peptide interaction inhibition. Q9HD26. purified CAL PDZ, TMR-peptide fluorescence polarization, 1 h. inhibition, % at 20 µM. 330,000 compounds, 0.02% hits. AID 504414;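 active = highest replicate inhibition of at least 40%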;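 note: plate controls were DMSO neutral control wells for no effect and unlabeled competitor peptide control wells for full effect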
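Assay system – tagged CAL PDZ protein CerCALP, purified · Timing – 1 h at RT · Compound – single point, 20 µM · Measured by – fluorescence polarization from S- and P-plane intensities, G-factor corrected · Evaluation – inhibition from polarization loss · Probe or stimulus – TMR reporter peptide T*-PRC34 · Buffer or medium – pH 7.4 phosphate-saline buffer, reducing agent, detergent, IgG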
Keap1 Nrf2 FP = Keap1-Nrf2 (human) interaction inhibition | Q14145 | Keap1 Kelch-Nrf2 peptide fluorescence polarization, 1536-well | inhibition, % at 9.4 µM | 340,000 compounds, 0.15% hits; in the data active = inhibition above about 12%;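 note: human Keap1 Kelch domain with fluorescein labeled Nrf2 9mer peptide probe; 0% = neutral control wells and 100% = peptide positive control; higher means more block of Keap1 binding to Nrf2 peptide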
Target sequence (Q14145 whole entry, looked up, the tested form may be a part): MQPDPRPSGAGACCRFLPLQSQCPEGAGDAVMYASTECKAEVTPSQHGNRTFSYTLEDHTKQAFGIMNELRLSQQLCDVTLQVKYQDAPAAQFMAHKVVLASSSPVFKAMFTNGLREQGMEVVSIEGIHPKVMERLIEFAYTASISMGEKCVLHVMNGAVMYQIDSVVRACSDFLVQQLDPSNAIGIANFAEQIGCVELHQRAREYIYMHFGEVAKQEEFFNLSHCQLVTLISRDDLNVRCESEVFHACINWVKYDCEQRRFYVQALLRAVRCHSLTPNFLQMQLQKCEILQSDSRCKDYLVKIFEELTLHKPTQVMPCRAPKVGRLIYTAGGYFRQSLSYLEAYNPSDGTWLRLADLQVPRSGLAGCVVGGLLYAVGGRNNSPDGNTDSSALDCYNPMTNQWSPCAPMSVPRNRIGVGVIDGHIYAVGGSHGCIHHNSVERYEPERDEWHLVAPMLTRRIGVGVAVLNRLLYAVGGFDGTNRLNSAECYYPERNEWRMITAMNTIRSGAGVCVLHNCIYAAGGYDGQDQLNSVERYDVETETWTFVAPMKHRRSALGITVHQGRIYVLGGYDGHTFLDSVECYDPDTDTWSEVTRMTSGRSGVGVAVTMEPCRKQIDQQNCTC
C-LANA FP = inhibitors of KSHV LANA C-terminal domain DNA binding. MBP-C-LANA/FAM-LBS DNA binding, fluorescence polarization. inhibition, % at 9 µM. 340,000 compounds, 0.078% hits. AID 504423;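 active = highest replicate inhibition at or above 60% at 9 µM, even if other replicates fall short; inactive = all replicates below 60% inhibition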;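 note: 0% = neutral control wells and 100% = 4 µM acridine orange control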
RTF Ca sens act = increases calcium sensitivity of human cardiac regulated thin filaments; 340,000 compounds, 0.24% hits; P19429+P45379; activation, % at 7.2 µM; AID 493008; IANBD-labeled TnC RTF fluorescence at EC20 calcium; 0% EC20 calcium, 100% full calcium;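 active = activation above the mean over all tested compounds plus 3 SD, cut at about 30% in these data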;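 note: rise in fluorescence read as greater calcium sensitivity of cardiac thin filaments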
Rtt109 HAT inh = blocks Candida albicans Rtt109/Vps75 acetyltransferase activity; Q5AAJ8; AID 540336; inhibition, % at 34.9 µM; 330,000 compounds, 0.16% hits; purified Rtt109/Vps75, ThioGlo CoA-SH fluorescence, 4 h;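 active = inhibition of at least 50% in every replicate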
SR-BI DiI-HDL act = activators of SR-BI mediated HDL lipid uptake; 320,000 compounds, 0.096% hits; activation, % at 12.5 µM; CHO ldlA[mSR-BI] cells, DiI-HDL uptake fluorescence, 3 h; 100 = double the neutral-control signal;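 active = mean replicate activation of at least 60% and every replicate at or above 60%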;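 note: 0% = median plate neutral-control signal and 100% = twice that signal; values of inactives mirror those of a sister screen read the other way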
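Assay system: LDL receptor-deficient CHO ldlA cells overexpressing murine SR-BI / Medium: BSA-supplemented, HEPES-buffered Ham's F12, pH 7.4 / Probe or stimulus: DiI-labelled HDL at 10 µg/mL final / Timing: compound with DiI-HDL co-incubation, 3 h at 37 °C / Technique: bottom-read cell fluorescence after medium removal, ex 550/em 595 nm / Measure: HDL uptake via cellular fluorescence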
CAL PDZ FP-2 = blocks peptide binding to the human CAL PDZ domain; 300,000 compounds, 0.92% hits; inhibition, % at 24.9 µM; purified CAL PDZ, TMR-peptide fluorescence polarization, 1 h; Q9HD26; AID 602252;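 active = mean inhibition of at least 30% with at least half of replicates also reaching 30%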;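 note: 0% = DMSO neutral control and 100% = excess unlabeled competitor peptide PRC23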
DAGLB inhibitor = diacylglycerol lipase beta (human) inhibition. Q8NCG7. HEK293T DAGLB membrane lysate, EnzChek fluorogenic substrate. inhibition, % at 5.17 µM. 340,000 compounds, 0.059% hits; in the data active = inhibition above about 34%;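 note: 0% = enzyme with vehicle and 100% = wells lacking enzyme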
PKA-R2B activ = activators of human PKA-R2B complex; P22694+P31323; PKA-R2B holoenzyme dissociation, Cy5-IP20 fluorescence polarization; R2B truncated from residue 108, S112A mutant; 0% DMSO only, 100% 113 µM cGMP; activation, % at 11.4 µM; 340,000 compounds, 0.079% hits;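 active = activation above a cutoff set at the mean over all compounds plus 3 SD, cut at about 18% in these data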;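 note: higher means more holoenzyme dissociation and a rise in polarization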
Target sequence (P31323 whole entry, looked up, other chains not shown, the tested form may be a part): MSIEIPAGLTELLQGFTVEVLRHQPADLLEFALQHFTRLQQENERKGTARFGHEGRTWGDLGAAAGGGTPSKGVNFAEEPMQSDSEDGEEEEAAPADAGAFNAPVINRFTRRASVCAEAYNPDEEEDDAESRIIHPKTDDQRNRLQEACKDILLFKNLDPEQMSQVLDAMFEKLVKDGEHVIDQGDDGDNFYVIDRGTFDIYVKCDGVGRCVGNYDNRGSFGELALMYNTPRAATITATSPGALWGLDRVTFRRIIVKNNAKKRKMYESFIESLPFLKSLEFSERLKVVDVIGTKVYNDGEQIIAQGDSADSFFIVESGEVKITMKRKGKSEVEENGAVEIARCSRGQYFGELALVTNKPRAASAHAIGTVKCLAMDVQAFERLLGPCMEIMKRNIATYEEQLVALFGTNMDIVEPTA
* = called active by the depositor; . = no result given.

SMILES	RTF Ca sens inh	CAL PDZ FP-1	Keap1 Nrf2 FP	C-LANA FP	RTF Ca sens act	Rtt109 HAT inh	SR-BI DiI-HDL act	CAL PDZ FP-2	DAGLB inhibitor	PKA-R2B activ
Cc1ccc(NC(=O)CN2CCN(CCN=CC3=C(O)CC(c4ccc(C)cc4)CC3=O)CC2)cc1 (stereo not given)	-9	-1.4	-1	1.6	5	11	-46	-3	-2	0
CCN(CC)c1cc(C)c(C#N)c2nc3ccccc3n12	6	-0.3	0	1.4	6	-5	-14	-1	1	14
OCC1(Cc2ccccc2)CCCN(Cc2c[nH]c3ccccc23)C1 (stereo not given)	-12	-0.1	0	-1.9	3	4	17	.	-6	6
CCN(C(=O)COC(=O)CCC(=O)c1cccs1)c1ccccc1	1	-0.7	-1	-0.5	0	1	14	3	-1	7
COc1ccc(-c2noc(CCC(=O)Nc3cc(Cl)c(OC)cc3OC)n2)cc1	2	-0.6	1	1.8	0	1	-31	-2	-6	11
COc1ccc2sc(-c3ccc(SC)cc3)c(C#CCO)c2c1	-2	-2.6	-2	-1.7	8	-1	-65	-3	-4	-2
Cc1ccc(C(=O)NN2C(=O)CSC2=S)cc1	-4	-0.6	-3	2.6	3	1	-5	-4	0	-1
CN1CCN(c2cc(-c3ccccc3)nc3cc(-c4ccc(F)cc4)nn23)CC1	-5	-3.0	-2	-0.1	-2	3	-57	-5	-2	1
CC(C)(C)n1nnnc1C(c1cccs1)N(Cc1cccnc1)CC1CCCO1 (stereo not given)	-27	-0.9	3	2.7	3	7	-4	-6	1	-6
O=C(/C=C/c1c(F)cccc1Cl)NCc1ccc2c(c1)OCO2	-14	0.0	0	-0.3	-1	-2	16	-5	-9	0
S=c1[nH]nc(Cc2noc3ccccc23)n1-c1ccc(Cl)cc1	-12	-0.7	-8	-0.9	2	-1	-21	18	7	14
OC(CNCCc1ccc(Cl)cc1)COc1ccc2ccccc2c1 (stereo not given)	2	-1.1	-1	-1.7	2	13	12	-7	-4	-2

Ordered by count of non-hydrogen atoms (ascending): some entries from above
SMILES	RTF Ca sens inh	CAL PDZ FP-1	Keap1 Nrf2 FP	C-LANA FP	RTF Ca sens act	Rtt109 HAT inh	SR-BI DiI-HDL act	CAL PDZ FP-2	DAGLB inhibitor	PKA-R2B activ
CCN(CC)c1cc(C)c(C#N)c2nc3ccccc3n12	6	-0.3	0	1.4	6	-5	-14	-1	1	14
S=c1[nH]nc(Cc2noc3ccccc23)n1-c1ccc(Cl)cc1	-12	-0.7	-8	-0.9	2	-1	-21	18	7	14
CC(C)(C)n1nnnc1C(c1cccs1)N(Cc1cccnc1)CC1CCCO1 (stereo not given)	-27	-0.9	3	2.7	3	7	-4	-6	1	-6

Continuation:
SMILES	RTF Ca sens inh	CAL PDZ FP-1	Keap1 Nrf2 FP	C-LANA FP	RTF Ca sens act	Rtt109 HAT inh	SR-BI DiI-HDL act	CAL PDZ FP-2	DAGLB inhibitor	PKA-R2B activ
CC(NC(=O)COC(=O)CSc1ccc(F)cc1)c1ccc(F)cc1 (stereo not given)	2	-1.7	.	.	12	.	19	-2	2	-3
COC(=O)Cn1c(=NC(=O)CCS(=O)(=O)c2ccccc2)sc2c(OC)ccc(OC)c21	-12	0.3	2	-0.6	-2	-6	-6	-3	1	6
CC1CCCC/C1=N\NS(=O)(=O)c1ccc(Br)cc1 (stereo not given)	-1	.	3	1.6	4	7	6	25	-2	-12
Cc1ccc(NS(=O)(=O)c2cccc(C(=O)NCCCN3CCOCC3)c2)cc1	1	-1.5	6	0.4	-10	19	1	-8	-2	4
O=C(/C=C/c1ccccc1)NCCOc1ccccc1	5	-0.7	-3	1.5	2	2	17	0	-3	-9
CC1CCCN(c2ccc(C(=O)NCCc3ccccc3)cn2)C1 (stereo not given)	-3	1.0	-7	0.7	1	10	-15	-2	-4	11
O=C(CN(C(=O)CCC(=O)Nc1ccccn1)c1ccccc1F)NCc1ccc2c(c1)OCO2	-6	-1.5	-4	0.3	-9	5	.	-2	-1	3
CCN1CCN(C(CNS(=O)(=O)c2ccc(OC)c(C)c2)c2cccnc2)CC1 (stereo not given)	-5	-2.1	3	1.6	3	-3	-6	-2	1	-2
O=C(OCCOc1ccccc1)c1cccc(S(=O)(=O)N2CCOCC2)c1	-3	-0.3	-2	-0.4	2	2	-39	1	-3	4
CCOC(=O)c1[nH]c2ccc(OC)cc2c1NS(=O)(=O)c1ccc(Cl)s1	-11	-0.4	-1	-0.8	-1	2	24	-1	-2	-3
O=C(OCC(=O)N1CCOCC1)c1ccc(N2CCOCC2)c([N+](=O)[O-])c1	-7	18	0	-1.2	-2	1	26	54*	0	8
Cc1ccc(S(=O)(=O)N(C)C)cc1NC(=O)COC(=O)Cc1ccc(Br)cc1	-4	-3.4	-1	-1.1	-3	3	28	0	-4	1
COc1cccc(/C=C/C(=O)OCC(=O)NCCNC(=O)COC(=O)/C=C/c2cccc(OC)c2)c1	-2	-0.5	-4	1.8	3	-4	-59	-3	0	1
COC(=O)c1ccc(N2C(=O)CC(N3CCN(C(=O)c4ccco4)CC3)C2=O)cc1 (stereo not given)	0	-0.5	-2	1.8	-5	-4	11	-1	1	2
O=C(Nc1ccc2snnc2c1)Nc1cccc2ccccc12	-14	-4.2	1	1.8	-2	37	-32	1	2	-1
COC(=O)C1C(O)=C(C=Nc2ccc(N)cc2)C(=O)CC1(C)C (stereo not given)	-3	-0.6	-3	-0.2	2	8	15	0	4	-8
CCN1C(=O)C(CC(=O)Nc2ccc(C)cc2C)Nc2cc(S(=O)(=O)N(C)C)ccc21 (stereo not given)	1	0.0	2	-1.2	0	10	-19	-6	0	-9
N#C/C(=C(/O)C(Cl)c1ccccc1)c1nc2ccccc2s1 (stereo not given)	2	1.0	-7	0.5	-2	0	0	0	-1	-11
Cn1c(=O)[nH]c2c(nc(-c3ccc(Cl)cc3)n2C)c1=O	-20	-0.6	-2	7.6	-2	21	27	-3	-4	3
Cc1cc(-c2n[nH]c(=S)n2/N=C/c2cc([N+](=O)[O-])ccc2Cl)n[nH]1	-3	-1.3	1	1.4	-4	3	-16	-4	2	6
Cc1ccc(CNc2ccc(Cl)cc2[N+](=O)[O-])cc1	-12	-1.5	6	0.3	-3	-3	9	-2	3	1
CCn1cc(S(=O)(=O)Nc2ccc(C)c(Cl)c2)cn1	-8	-0.5	-2	0.6	0	9	10	-6	2	6
COc1ccc(NC(=O)CN(c2c(C)cccc2C)S(C)(=O)=O)cc1	-8	-1.0	-5	0.4	4	-4	-8	-3	-2	-2
O=C(O)C1CCCN1S(=O)(=O)c1ccccc1 (stereo not given)	5	-0.6	-2	0.5	0	6	10	.	3	-6

Compound profiles, as listed above:
CCN1C(=O)C(CC(=O)Nc2ccc(C)cc2C)Nc2cc(S(=O)(=O)N(C)C)ccc21 (stereo not given) is listed with RTF Ca sens inh = 1; CAL PDZ FP-1 = 0.0; Keap1 Nrf2 FP = 2; C-LANA FP = -1.2; RTF Ca sens act = 0; Rtt109 HAT inh = 10; SR-BI DiI-HDL act = -19; CAL PDZ FP-2 = -6; DAGLB inhibitor = 0; PKA-R2B activ = -9
CCn1cc(S(=O)(=O)Nc2ccc(C)c(Cl)c2)cn1 is listed with RTF Ca sens inh = -8; CAL PDZ FP-1 = -0.5; Keap1 Nrf2 FP = -2; C-LANA FP = 0.6; RTF Ca sens act = 0; Rtt109 HAT inh = 9; SR-BI DiI-HDL act = 10; CAL PDZ FP-2 = -6; DAGLB inhibitor = 2; PKA-R2B activ = 6
Cn1c(=O)[nH]c2c(nc(-c3ccc(Cl)cc3)n2C)c1=O is listed with RTF Ca sens inh = -20; CAL PDZ FP-1 = -0.6; Keap1 Nrf2 FP = -2; C-LANA FP = 7.6; RTF Ca sens act = -2; Rtt109 HAT inh = 21; SR-BI DiI-HDL act = 27; CAL PDZ FP-2 = -3; DAGLB inhibitor = -4; PKA-R2B activ = 3

Carrying on:
SMILES	RTF Ca sens inh	CAL PDZ FP-1	Keap1 Nrf2 FP	C-LANA FP	RTF Ca sens act	Rtt109 HAT inh	SR-BI DiI-HDL act	CAL PDZ FP-2	DAGLB inhibitor	PKA-R2B activ
CCn1c(NCc2ccco2)nc2c1c(=O)n(C)c(=O)n2C	-14	-2.6	3	-1.9	3	-1	-17	-2	2	-6
O=C(NC1=NCCS1)C1CCN(S(=O)(=O)c2ccc(Cl)cc2)CC1	-3	-2.2	-7	-0.2	0	7	-4	0	-1	-2
O=C1C(=O)N(CCN2CCOCC2)C(c2ccncc2)/C1=C(/O)c1ccc2c(c1)OCO2 (stereo not given)	0	-3.2	-2	11	-2	.	7	-3	1	-15
Cc1ccc(C)c(NC(=O)C2C3CCCC2C3c2ccccc2)c1 (stereo not given)	0	.	-1	-0.6	-4	-11	-12	-6	-14	1
COc1ccc(S(=O)(=O)Nc2ccccn2)cc1C(=O)Nc1ccccc1	-7	-0.3	-1	0.3	6	-4	2	-1	1	-1
Cc1cc(S(=O)(=O)NCc2ccccc2)ccc1OCC(=O)Nc1cccc([N+](=O)[O-])c1	1	-0.5	-3	0.5	-5	12	7	3	3	-1
c1ccc(-n2c(SCC3CCCCO3)nnc2-c2cnccn2)cc1 (stereo not given)	-10	-0.8	-1	1.1	6	-3	23	-2	4	7
COc1ccc(OC)c(NC(=O)CCN2C(=O)c3ccccc3C2=O)c1	-4	.	-4	-0.5	2	-3	-20	-3	-2	-13
Cc1ccccc1OC1C(=O)N(Cc2ccc3c(c2)OCO3)C1c1sccc1C (stereo not given)	0	-2.8	3	0.1	0	-2	-13	.	-12	8
Cc1ccc(C)c(OCC(=O)NCCNC(=O)COc2cc(C)ccc2C)c1	3	-1.1	-3	-1.2	-5	8	7	-1	-1	4
Cc1sc2ncnc(SCC#N)c2c1C	-19	-0.2	-5	-0.1	8	-4	-4	-2	3	6
NC(=O)c1ccccc1N=Cc1cccnc1	-3	0.7	-2	-0.9	-2	-23	4	-8	-1	1
CN(C)/C(Cn1cncn1)=C1/N=C(c2c(F)cccc2F)OC1=O	-9	-2.6	-3	0.5	2	0	-25	-4	-1	3
O=C(Nc1ccccc1Cl)c1ccc(=O)[nH]n1	-8	-1.4	2	-1.0	4	-1	-7	-5	-1	-1
CCSc1nnc(NC(=O)C2CC(=O)N(Cc3ccc(C)cc3)C2)s1 (stereo not given)	-3	-2.2	-7	1.6	3	5	6	-4	1	0

Some of these compounds in order of their number in CAL PDZ FP-2, ascending.
SMILES | CAL PDZ FP-2
O=C(Nc1ccccc1Cl)c1ccc(=O)[nH]n1 | -5
CN(C)/C(Cn1cncn1)=C1/N=C(c2c(F)cccc2F)OC1=O | -4
Cc1cc(S(=O)(=O)NCc2ccccc2)ccc1OCC(=O)Nc1cccc([N+](=O)[O-])c1 | 3
